# SENP7 block: inhibitors of human SENP7 protease. recombinant SENP7, Z-RLRGG-aminoluciferin luminescence, 40 min. inhibition, % at 5 µM. 330,000 tested, 1.5% active. Q9BQF6;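 active = inhibition above about 50% at the single test dose, limit read from the data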;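 also: plate controls were DMSO with enzyme for no effect and no enzyme buffer wells for full effect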
# UBC13 inh: human UBC13 polyubiquitination inhibition; P61088; UBC13 polyubiquitin chain formation, TR-FRET; inhibition, % at 20 µM; 330,000 tested, 0.47% active; AID 485273; in the data active = inhibition above about 45%, passing the limit was not always enough
# Target sequence (P61088 whole entry, looked up): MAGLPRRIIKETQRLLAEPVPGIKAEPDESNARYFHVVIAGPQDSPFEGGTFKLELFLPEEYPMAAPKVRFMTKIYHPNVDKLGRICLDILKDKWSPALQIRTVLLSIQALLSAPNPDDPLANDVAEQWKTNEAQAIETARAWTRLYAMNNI
# Apaf-1 inh: blocks human Apaf-1 apoptosome activity; O14727; reconstituted apoptosome caspase-3 activity, DEVD-Rh110 fluorescence; inhibition, % at 20 µM; 330,000 tested, 0.71% active; active = inhibition of at least 40% at 20 µM;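 also: plate controls were DMSO wells for no effect and DEVD-CHO caspase inhibitor wells for full effect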
#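 Assay system – apoptosome proteins · Medium – Hepes buffer, pH 7.5 · Also added – cytochrome c with DEVD-Rh110 · Timing – 30 min compound preincubation, 50 min activation, room temperature · Detection – Rh110 fluorescence, excitation 480 nm, emission 540 nm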
# SENP8 block: inhibitors of human SENP8 protease. Q96LD8. purified SENP8, Z-RLRGG-aminoluciferin cleavage, luminescence. inhibition, % at 10 µM. 330,000 tested, 1.2% active. AID 2540
# Gli-Sufu antag: Gli-Sufu pathway antagonism; Sufu-KO-LIGHT fibroblasts, Gli luciferase reporter luminescence; inhibition, % at 5 µM; 340,000 tested, 0.74% active;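 active = inhibition above about 55%, limit read from the data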;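 also: 0% = DMSO-treated cells and 100% = wells with medium but no cells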
# Jurkat NFkB inh: lowers PMA/ionomycin-induced NF-kB signal in Jurkat cells. 330,000 tested, 0.53% active. inhibition, % at 4 µM. AID 435003. PMA/ionomycin-induced NF-kB luciferase reporter, luminescence
# 697 NFkB inh: lowers PMA/ionomycin-induced NF-kB signal in 697 B cells | AID 435022 | 697 B-cell NF-kB luciferase reporter, 16 h | 330,000 tested, 0.33% active | inhibition, % at 4 µM; in the data active = inhibition above about 35%
# HKDC1 inhibitor: inhibitors of human hexokinase HKDC1; Q2TB90; recombinant HKDC1, G6PDH/diaphorase resazurin coupled fluorescence; inhibition, % at 20 µM; 340,000 tested, 0.16% active;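 active = inhibition above about 35% when tested at 20 µM, limit read from the data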;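 also: plate controls were DMSO wells with enzyme for no effect and DMSO wells lacking enzyme for full effect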
# Target sequence (Q2TB90 whole entry, looked up): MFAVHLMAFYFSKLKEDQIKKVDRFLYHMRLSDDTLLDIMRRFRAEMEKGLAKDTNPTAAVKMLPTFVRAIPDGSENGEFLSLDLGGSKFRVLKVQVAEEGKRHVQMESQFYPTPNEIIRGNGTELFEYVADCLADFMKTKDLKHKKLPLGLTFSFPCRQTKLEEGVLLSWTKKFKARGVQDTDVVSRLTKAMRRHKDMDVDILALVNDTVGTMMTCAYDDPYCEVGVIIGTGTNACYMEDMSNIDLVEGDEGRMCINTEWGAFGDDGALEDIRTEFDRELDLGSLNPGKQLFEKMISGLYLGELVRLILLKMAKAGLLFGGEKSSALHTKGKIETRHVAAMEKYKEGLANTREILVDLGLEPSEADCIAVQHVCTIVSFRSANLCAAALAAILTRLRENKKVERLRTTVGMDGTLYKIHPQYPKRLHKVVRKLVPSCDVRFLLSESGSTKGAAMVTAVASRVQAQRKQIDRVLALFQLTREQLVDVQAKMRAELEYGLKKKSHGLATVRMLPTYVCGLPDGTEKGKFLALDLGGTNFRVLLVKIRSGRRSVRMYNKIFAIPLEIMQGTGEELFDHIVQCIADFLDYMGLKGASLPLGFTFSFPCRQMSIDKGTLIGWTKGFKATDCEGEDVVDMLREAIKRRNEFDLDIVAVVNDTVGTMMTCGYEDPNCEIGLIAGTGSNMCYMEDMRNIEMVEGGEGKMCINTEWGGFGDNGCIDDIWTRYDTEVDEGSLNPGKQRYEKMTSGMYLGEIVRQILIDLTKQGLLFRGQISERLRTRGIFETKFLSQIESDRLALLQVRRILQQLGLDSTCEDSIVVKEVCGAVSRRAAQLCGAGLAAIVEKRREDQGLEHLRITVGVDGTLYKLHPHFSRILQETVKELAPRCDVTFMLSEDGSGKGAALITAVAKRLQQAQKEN
#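 Incubation: 90 min at room temperature in dark / Material: recombinant HKDC1 (HK5) hexokinase enzyme, produced in-house / Quantity: enzyme 5 µg/mL final / Compound: one dose of 20 µM, 1% DMSO / Reagent: glucose and ATP substrates / Buffer or medium: Tris pH 8.0 buffer with MgCl2, Tween-20, BSA, BME / Technique: resorufin fluorescence at 613 nm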
# Numbers without * were called inactive; / = no result given. Rule as the data show it, unless noted: active = inhibition above about 50%; inactive = the rest.
SMILES,SENP7 block,UBC13 inh,Apaf-1 inh,SENP8 block,Gli-Sufu antag,Jurkat NFkB inh,697 NFkB inh,HKDC1 inhibitor
O=C(CSc1ccccc1C(=O)O)NCC1CCCCC1,4,19,-5,-4,3,-3,13,-6
Cc1ccc(S(=O)(=O)Oc2ccc(N3C(=O)C4C5CCC(C5)C4C3=O)cc2)cc1 (stereo not given),3,4,2,-1,20,15,-11,-4
COc1ccc(Cn2nnnc2C(C(C)C)N(Cc2ccco2)Cc2cccs2)cc1 (stereo not given),3,5,7,5,19,-6,28,-2
CCCOc1ccc(/C(O)=C2/C(=O)C(=O)N(CCN(C)C)C2c2ccco2)cc1 (stereo not given),5,3,2,-4,24,3,13,3
Cc1cccc(NC(=S)Nn2cnnc2)c1C,-9,-7,5,-9,-2,-1,9,-9
CC(C)Nc1ccc(C(CC(N)=O)NC(=O)Cc2cccc3ccccc23)cc1[N+](=O)[O-] (stereo not given),-3,-21,-5,6,18,28,4,-8
O=C(CNc1ccccc1)Nc1cccc2ccccc12,9,9,4,7,14,-7,-24,-2
Cc1cccc(N(Cc2cc3ccc(C)cc3[nH]c2=O)S(=O)(=O)c2ccccc2)c1,4,12,19,3,-2,9,-14,7
CCn1c(CC(=O)Nc2ccccc2)nnc1SCC(=O)Nc1nnc(C)s1,0,3,-2,5,-30,-14,-4,3
CCn1nc(C(=O)NNS(=O)(=O)c2ccc(C)cc2)c2ccccc2c1=O,-2,-3,-6,2,4,-5,20,-2
Cc1ccc(CSCC(=O)NCCc2ccccc2)cc1,0,7,-11,-2,-5,1,6,-4
O=C1C(CSCc2ccccc2)NC(=S)N1c1ccccc1 (stereo not given),1,7,-13,-3,5,-3,13,-9
Cc1ccc(S(=O)(=O)NCCCOC(=O)Nc2ccncc2)cc1,-2,6,-5,0,3,-3,-30,-7
CC(=O)c1ccc(NC(=S)NCC(c2ccco2)N2CCCC2)cc1 (stereo not given),3,7,-3,-1,-2,-7,6,-14
CC1(C)COC(c2cccn2Cc2ccccc2Cl)=N1,1,4,11,0,24,-1,-10,-2
COc1ccc(CN2CC(C(=O)NCc3cccc(OC)c3)CC2=O)cc1 (stereo not given),-1,5,67*,-13,0,-14,11,4
Cc1ccc(OCC(=O)N/N=C/c2cccn2C)cc1C,-1,4,-12,-6,-3,1,12,3
Cc1nc(NC(=O)CCc2ccccc2)ccc1Br,-18,-8,14,-15,-38,-44,-37,-5
CCOC(=O)c1ccccc1NC1c2ccccc2C(=O)N1C1CCN(C(=O)OCC)CC1 (stereo not given),-15,12,40,-13,5,-5,-36,1
CCC1N=C(SC)NC(C)=C1C(=O)c1ccccc1 (stereo not given),-4,-4,12,-1,-20,1,0,-3
CSCC[C@H](NC(=O)Cc1c(C)c2c(cc(C)c3c(C)c(C)oc32)oc1=O)C(=O)O,1,3,6,4,-4,3,-1,1
CCc1c(C(=O)N2CCCN(C)CC2)csc1C,-4,2,-2,-7,-11,9,-1,-4
COc1ccc(CCC(=O)Nc2ncc(C)s2)cc1OC,7,2,3,5,2,-21,-8,-8
N#Cc1nc(-c2ccc(OCc3ccccc3Cl)cc2)oc1NCCCn1ccnc1,13,30,40,-7,/,-13,6,/
CCO[C@H]1OC(C(=O)NCc2ccccc2)=C[C@@H](C(C)(C)C)[C@@H]1CCCO,4,-1,0,-4,-1,12,7,-4
COC(=O)Nc1ccc(S(=O)(=O)Nc2cc(OC)nc(OC)n2)cc1,-4,-3,5,0,-6,-6,13,-4
COc1ccc(CNC(=O)Nc2ccccc2)cc1,0,-10,-19,-2,-32,-39,-31,-3
CCOC(=O)C1CCCN(c2c(NCC3CCCN3CC)c(=O)c2=O)C1 (stereo not given),2,3,14,9,-5,-2,21,-6
CCc1nnc(NC(=O)c2ccc(S(=O)(=O)N(CC(C)C)CC(C)C)cc2)o1,5,-6,4,1,-8,5,-85,0
O=C(COC(=O)c1ccc(NS(=O)(=O)c2cccs2)cc1O)NCc1ccccc1,4,-1,-1,-4,21,4,-3,2

# Entries above containing a furan ring, fused or not, in the order listed:
SMILES,SENP7 block,UBC13 inh,Apaf-1 inh,SENP8 block,Gli-Sufu antag,Jurkat NFkB inh,697 NFkB inh,HKDC1 inhibitor
COc1ccc(Cn2nnnc2C(C(C)C)N(Cc2ccco2)Cc2cccs2)cc1 (stereo not given),3,5,7,5,19,-6,28,-2
CCCOc1ccc(/C(O)=C2/C(=O)C(=O)N(CCN(C)C)C2c2ccco2)cc1 (stereo not given),5,3,2,-4,24,3,13,3
CC(=O)c1ccc(NC(=S)NCC(c2ccco2)N2CCCC2)cc1 (stereo not given),3,7,-3,-1,-2,-7,6,-14
CSCC[C@H](NC(=O)Cc1c(C)c2c(cc(C)c3c(C)c(C)oc32)oc1=O)C(=O)O,1,3,6,4,-4,3,-1,1

# Following part:
SMILES,SENP7 block,UBC13 inh,Apaf-1 inh,SENP8 block,Gli-Sufu antag,Jurkat NFkB inh,697 NFkB inh,HKDC1 inhibitor
CCc1nnc(-n2nc(C)cc2-c2ccccc2)n1N,3,-6,-9,-7,-2,5,1,0
CCc1cccc(NC(=O)Cn2c(=O)oc3cc(S(=O)(=O)N4CCOCC4)ccc32)c1,-10,-2,0,5,11,14,-38,3
O=C(CCn1cccn1)N1CCCC(N2CCN(c3cccc(Cl)c3)CC2)C1 (stereo not given),-1,0,-5,10,6,-1,8,-8
COc1ccc(CCNC(=O)Cc2ccc(NS(=O)(=O)c3ccc(F)cc3)cc2)cc1OC,7,6,-6,-3,-1,14,29,-3
Cn1c2ccccc2c2c(C(=O)N3CCN(C(=O)c4ccco4)CC3)cn(C3CCCCC3)c(=O)c21,-12,1,16,-7,10,-7,-13,-3
CC(C)(C)c1cc(Br)ccc1OCC(=O)Nc1ncn[nH]1,5,-24,13,-8,1,-1,-15,-2
CC(=O)Oc1cccc(N2C(=O)C3C(C2=O)C2C=CC3C23CC3)c1 (stereo not given),3,0,6,6,-1,12,-2,1
COc1ccc(CN2CCNC(=O)C2CC(=O)N(Cc2nccn2C)C(C)C)c(OC)c1 (stereo not given),4,0,-5,-4,-17,0,-17,-5
CCc1ccc(N(CC)c2ncnc3nc[nH]c23)cc1,-5,-1,9,-8,-8,10,-3,2
c1ccc(CCc2cc3ccccc3[nH]2)cc1,2,20,-1,3,-34,-37,-3,0
CCOC(=O)c1cccc(NS(=O)(=O)c2c(C)[nH]c(C)c2C(=O)N2CCCC2)c1,16,6,-1,-1,-20,-9,-8,-1
CC1CCCCC1NC(=O)COC(=O)c1ccc(N(C)C)cc1 (stereo not given),9,-8,5,0,3,-5,-9,2
CC(C)CC(=O)Nc1ncnc2c1C(=O)CC(C)(C)C2,-6,4,-9,-2,-13,-7,-21,-5
CN(C(=O)c1cc(S(=O)(=O)N2CCOCC2)cs1)c1ccccc1,-2,4,-6,0,-3,5,23,-7
O=C(Cn1ncc2c(=O)oc3ccccc3c21)NC1CC1,3,-4,-2,-1,-7,5,-7,-2
CNc1nc(N(C)C)nc(N(C)C)n1,-3,2,-9,6,-2,2,23,-4
Cc1noc(C)c1COC(=O)C1(c2cccc(F)c2)CCCC1,-6,2,-1,-3,3,12,-5,0
O=S(=O)(c1ccc(F)cc1)N1CCN(Cc2ccccc2C(F)(F)F)CC1,2,3,16,-2,4,-3,21,3
COc1ccc(CNC(=S)Nc2ccccc2-c2ccccc2)cc1,4,22,-22,0,/,4,-3,/
Cc1cccc(CN2CCCC(C(=O)Nc3ccc(-c4cscn4)cc3)C2)c1 (stereo not given),-4,6,20,2,22,23,3,-2
CC(CCc1ccccc1)NC(=O)c1cccs1 (stereo not given),-7,-3,-12,-5,-3,4,1,-8
CC(=O)Nc1ccc(NC(=O)C(C)OC(=O)CCC2CCCCC2)cc1 (stereo not given),-1,2,1,-6,-2,-2,11,-4
CCN(CC)CC#CCC(C)(c1ccccc1)c1ccccc1,0,12,-5,0,14,-11,-27,-6
Cc1ccc2cccc(OCC(=O)NCc3ccco3)c2n1,7,7,-4,0,-4,12,2,-2
OC1(CC#CCN2CCCCC2)c2ccccc2-c2ccccc21,9,3,-12,1,3,-15,-9,-8
Cc1ccccc1OCCC(=O)OCC(=O)NC1CCS(=O)(=O)C1 (stereo not given),-2,1,-9,-1,1,1,11,-7
CCOC(=O)Cn1c(=NC(=O)C2COc3ccccc3O2)sc2cc(S(N)(=O)=O)ccc21 (stereo not given),2,6,-2,-4,5,1,-1,-1
CC(=O)N(Cc1c(C#N)c2ccccc2n1C)c1ccccc1,0,5,-2,-1,-26,8,14,-11
COC(=O)C1CCN(C(=O)c2sc3nc(-c4ccc(F)cc4)cn3c2C)CC1,2,6,-2,6,-2,-3,14,-8
COc1ccc(OCC(=O)NCCCn2ccnc2)cc1,2,4,-8,-1,-6,-5,-1,0
CCOC(=O)c1[nH]c2ccc(C)cc2c1N,-2,-6,-11,24,-67,-5,5,0
Cc1cc(C)n(-c2ccc(C(=O)Nc3nc4ccccc4s3)cc2)n1,29,13,5,-8,6,-83,-173,-1
COc1ccccc1NC(=O)CSc1c2c(nc3ccccc13)CCC2,13,2,0,3,5,4,-14,-3
Cc1c(N=C2NC(=O)C(CC(=O)Nc3ccccc3)S2)c(=O)n(-c2ccccc2)n1C (stereo not given),5,8,1,6,5,0,8,-7
COC(=O)c1ccccc1NC(=O)COC(=O)/C=C/c1cccs1,2,-1,5,-5,-2,3,-9,-6
O=C(c1ccc(COc2ccccc2Br)o1)N1CCN(c2ccccn2)CC1,6,-2,30,-3,10,-8,18,0
COc1cc(C(=O)OCC(=O)N2CCC(C)CC2)cc2c1OCCO2,5,-10,1,5,-12,7,9,-2
COc1ccc(Oc2cn[nH]c2-c2ccc(OCC(=O)NN)cc2O)cc1,6,12,15,-4,0,-18,21,-4
CC(=O)N=C1C=CC(=CN(O)C(C)(C)Cc2ccccc2)C=C1,-9,-9,2,-11,3,9,6,3
COc1ccc(CNc2ncnc3ccccc23)cc1,-1,6,9,5,47,29,5,0
Cc1ccc(S(=O)(=O)N(C)C)cc1NC(=O)CSc1nc2ccccc2c(=O)n1CC1CCCO1 (stereo not given),5,10,-6,0,0,-15,4,5
CC(Oc1ccc(F)cc1)C(=O)Nc1cc(S(=O)(=O)N2CCCCC2)ccc1N1CCOCC1 (stereo not given),-7,0,21,2,9,4,-22,3
COc1ccc(/C=C(/NC(=O)/C=C/c2ccccc2)C(=O)O)cc1,12,-6,-3,10,2,14,20,-5
CCN=c1scc(C)n1/N=C/c1ccsc1,2,-1,-6,-2,-67,-61,-65,-5
CCOC(=O)N1CCC2(O)CCCCC2C1c1ccc(F)cc1 (stereo not given),4,3,11,1,3,6,5,-4
COc1cccc2[nH]c(=O)c(-c3ccccc3)cc12,-7,6,12,-14,-65,-95,-129,3
O=S(=O)(Nc1ccccc1F)c1cccc(NC(=S)NCCN2CCOCC2)c1,-1,5,-9,9,-1,1,19,-18
C=CCOc1cccc(/C=C\c2nc(O)c([N+](=O)[O-])c(=O)[nH]2)c1,-3,-3,16,-2,7,5,13,10

# Five compounds from above with just Jurkat NFkB inh.
SMILES	Jurkat NFkB inh
CCOC(=O)N1CCC2(O)CCCCC2C1c1ccc(F)cc1 (stereo not given)	6
O=C(c1ccc(COc2ccccc2Br)o1)N1CCN(c2ccccn2)CC1	-8
Cc1cc(C)n(-c2ccc(C(=O)Nc3nc4ccccc4s3)cc2)n1	-83
CC(Oc1ccc(F)cc1)C(=O)Nc1cc(S(=O)(=O)N2CCCCC2)ccc1N1CCOCC1 (stereo not given)	4
COc1ccc(/C=C(/NC(=O)/C=C/c2ccccc2)C(=O)O)cc1	14

# Quoted at random: 2 records from the list, in no set order.
SMILES,SENP7 block,UBC13 inh,Apaf-1 inh,SENP8 block,Gli-Sufu antag,Jurkat NFkB inh,697 NFkB inh,HKDC1 inhibitor
Cc1ccc(CSCC(=O)NCCc2ccccc2)cc1,0,7,-11,-2,-5,1,6,-4
CC1(C)COC(c2cccn2Cc2ccccc2Cl)=N1,1,4,11,0,24,-1,-10,-2

# Screening data: PubChem BioAssay, Sanford-Burnham Center for Chemical Genomics
